Lipid droplet = hepatic lipid droplet formation modulation | AML12 mouse hepatocytes, oleate lipid droplets, BODIPY imaging | inhibition, % at 6.5 µM | hit rate 0.4% among 240,000 | AID 1656;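 active = lipid droplet intensity inhibited by at least 50%, with more than 500 cells counted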
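Assay system: AML12 mouse liver cells | Compound dosing: One dose, 6.5 µM compound | Read-out basis: Droplet intensity reduction, % inhibition | Measured by: Fluorescence imaging, 20x objective, two fields per well | Schedule: Overnight treatment with compound plus oleate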
Lipid droplet cells 6.5 µM = second read-out of Lipid droplet, no call of its own (marks repeat the call); cell count; measured here: cell count, cytotoxicity flag;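 cells counted across two imaged fields per well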
* = called active by the depositor. These rows are one share of the data; count on the stated rates, not on these rows.

`Cc1cccc(-n2c(C)nc3cc(C(=O)N4CCOCC4)ccc32)c1` gave Lipid droplet -3.4 and Lipid droplet cells 6.5 µM 719.
For O=C(NC1CC1)C1CC(=O)N(c2ccccc2)C1 (stereo not given) the results were Lipid droplet 10.1 and Lipid droplet cells 6.5 µM 828.
COc1ccc(/C=N\NC(=O)c2ccccc2Cl)cc1COc1c(F)c(F)c(F)c(F)c1F was read as Lipid droplet 4.7 and Lipid droplet cells 6.5 µM 724.
`O=C(CSc1nnc(CNC(=O)c2ccc(F)cc2)o1)NCc1ccccc1` gave Lipid droplet -2.0 and Lipid droplet cells 6.5 µM 826.
Screening Cc1ccc(C(=O)N2CC(=O)Nc3ccc(F)cc3C2c2ccccc2)cc1 (stereo not given) returned Lipid droplet -0.6 and Lipid droplet cells 6.5 µM 825.
For COc1ccc(CCC(=O)NC2CCCc3ccccc32)cc1OC (stereo not given) the results were Lipid droplet -2.2 and Lipid droplet cells 6.5 µM 842.
For O=C(N1CCCCCC1)N1CCN(S(=O)(=O)c2cccc([N+](=O)[O-])c2)CC1 the results were Lipid droplet -6.5 and Lipid droplet cells 6.5 µM 662.
`Cc1ccccc1S(=O)(=O)Cc1ccc(C(=O)NC2CCC(C)CC2)o1` (stereo not given) gave Lipid droplet 8.5 and Lipid droplet cells 6.5 µM 696.
`Cc1ccccc1CN1CCNC(=O)C1CC(=O)NCCC1=CCCCC1` (stereo not given) gave Lipid droplet -2.3 and Lipid droplet cells 6.5 µM 857.
Screening COC(=O)c1ccc(CNC(=O)Cn2nnnc2CN(C)C(C)C)cc1 returned Lipid droplet 3.0 and Lipid droplet cells 6.5 µM 768.
`COc1cc(CCC(=O)OCC(=O)Nc2c(F)cccc2F)cc(OC)c1OC` gave Lipid droplet -15.6 and Lipid droplet cells 6.5 µM 799.
Screening Cc1ccc(N(CC(=O)NCc2ccco2)C(=O)CCC(=O)Nc2nccs2)cc1C returned Lipid droplet 3.6 and Lipid droplet cells 6.5 µM 760.
COc1ccc(NC(=O)N2CCCC2C(=O)NCc2cccs2)cc1 (stereo not given) was read as Lipid droplet 28.2 and Lipid droplet cells 6.5 µM 816.
Screening Cc1cc(C)cc(NC(=O)c2cc3c(=O)n4ccccc4nc3s2)c1 returned Lipid droplet 3.3 and Lipid droplet cells 6.5 µM 708.
Screening CCN(CC)S(=O)(=O)c1ccc(N2CCN(C)CC2)c(NC(=O)c2cc(=O)c3ccccc3o2)c1 returned Lipid droplet -11.2 and Lipid droplet cells 6.5 µM 801.

Part of the list above in order of count of non-hydrogen atoms, ascending:
For O=C(NC1CC1)C1CC(=O)N(c2ccccc2)C1 (stereo not given) the results were Lipid droplet 10.1 and Lipid droplet cells 6.5 µM 828.
`Cc1cccc(-n2c(C)nc3cc(C(=O)N4CCOCC4)ccc32)c1` gave Lipid droplet -3.4 and Lipid droplet cells 6.5 µM 719.
`Cc1ccccc1S(=O)(=O)Cc1ccc(C(=O)NC2CCC(C)CC2)o1` (stereo not given) gave Lipid droplet 8.5 and Lipid droplet cells 6.5 µM 696.

Part of the list above in order of count of non-hydrogen atoms, falling:
Screening CCN(CC)S(=O)(=O)c1ccc(N2CCN(C)CC2)c(NC(=O)c2cc(=O)c3ccccc3o2)c1 returned Lipid droplet -11.2 and Lipid droplet cells 6.5 µM 801.
COc1ccc(/C=N\NC(=O)c2ccccc2Cl)cc1COc1c(F)c(F)c(F)c(F)c1F was read as Lipid droplet 4.7 and Lipid droplet cells 6.5 µM 724.
Screening Cc1ccc(N(CC(=O)NCc2ccco2)C(=O)CCC(=O)Nc2nccs2)cc1C returned Lipid droplet 3.6 and Lipid droplet cells 6.5 µM 760.
`COc1cc(CCC(=O)OCC(=O)Nc2c(F)cccc2F)cc(OC)c1OC` gave Lipid droplet -15.6 and Lipid droplet cells 6.5 µM 799.
`O=C(CSc1nnc(CNC(=O)c2ccc(F)cc2)o1)NCc1ccccc1` gave Lipid droplet -2.0 and Lipid droplet cells 6.5 µM 826.
For O=C(N1CCCCCC1)N1CCN(S(=O)(=O)c2cccc([N+](=O)[O-])c2)CC1 the results were Lipid droplet -6.5 and Lipid droplet cells 6.5 µM 662.
`Cc1ccccc1S(=O)(=O)Cc1ccc(C(=O)NC2CCC(C)CC2)o1` (stereo not given) gave Lipid droplet 8.5 and Lipid droplet cells 6.5 µM 696.
COc1ccc(NC(=O)N2CCCC2C(=O)NCc2cccs2)cc1 (stereo not given) was read as Lipid droplet 28.2 and Lipid droplet cells 6.5 µM 816.
For O=C(NC1CC1)C1CC(=O)N(c2ccccc2)C1 (stereo not given) the results were Lipid droplet 10.1 and Lipid droplet cells 6.5 µM 828.

Going on with the list.
Screening Cc1ccc(OCC(=O)NCCNC(=O)c2ccc(C)nc2)cc1 returned Lipid droplet 3.0 and Lipid droplet cells 6.5 µM 793.
Screening COc1ccc(C(=O)Nc2ccccc2C(=O)Nc2cc(C)ccn2)cc1 returned Lipid droplet 5.9 and Lipid droplet cells 6.5 µM 786.
Screening O=C(NC1CCCCC1)C1CCCN(S(=O)(=O)c2ccc(F)cc2)C1 (stereo not given) returned Lipid droplet 2.2 and Lipid droplet cells 6.5 µM 824.
`COc1ccccc1OCC(=O)NCCS(=O)(=O)N1CCN(c2ccc(F)cc2)CC1` gave Lipid droplet -5.9 and Lipid droplet cells 6.5 µM 698.
`CC(=O)N1CCN(CC(=O)Nc2cc(F)ccc2C)CC1` gave Lipid droplet -2.9 and Lipid droplet cells 6.5 µM 790.
Screening O=C(NCc1ccccc1)C1CC(=O)N(C2CCCCC2)C1 (stereo not given) returned Lipid droplet 5.8 and Lipid droplet cells 6.5 µM 852.
`COc1ccc(CN2CSC(=S)N(Cc3ccccc3)C2)cc1` gave Lipid droplet -7.6 and Lipid droplet cells 6.5 µM 723.
CC(=O)NC1C(=O)N(CCN2CCOCC2)c2ccc(Br)cc21 (stereo not given) was read as Lipid droplet -13.6 and Lipid droplet cells 6.5 µM 780.
COc1cccc(CNC(=O)CS(=O)(=O)Cc2nc(-c3ccc(C)cc3)oc2C)c1OC was read as Lipid droplet 4.6 and Lipid droplet cells 6.5 µM 804.
`COc1ccc(NC(=O)CSCc2cc(=O)n3cc(C)sc3n2)cc1` gave Lipid droplet 3.9 and Lipid droplet cells 6.5 µM 671.
`O=C(CNC(=O)c1ccco1)OCc1ccc(Br)cc1` gave Lipid droplet 3.7 and Lipid droplet cells 6.5 µM 827.
For C/C=C(\C)CN1CCC(n2nccc2NC(=O)c2ccc3c(c2)OCO3)CC1 the results were Lipid droplet 11.8 and Lipid droplet cells 6.5 µM 857.
Cn1c(=O)c2sccc2n2c(CCCC(=O)NCc3ccc(F)cc3)nnc12 was read as Lipid droplet -10.6 and Lipid droplet cells 6.5 µM 840.
CC(C(=O)OCC(=O)c1ccc([N+](=O)[O-])cc1)N1C(=O)C2C3C=CC(C3)C2C1=O (stereo not given) was read as Lipid droplet 3.2 and Lipid droplet cells 6.5 µM 748.
Screening CCCCn1c(=O)[nH]c(=O)c2c1nc(Cn1ncc(Cl)c(Cl)c1=O)n2CCC returned Lipid droplet -15.4 and Lipid droplet cells 6.5 µM 788.
For CCOc1ccccc1N(CC(=O)Nc1ccc(S(=O)(=O)N2CCOCC2)cc1)S(C)(=O)=O the results were Lipid droplet 0.7 and Lipid droplet cells 6.5 µM 848.
O=C(N/N=C/c1ccccn1)c1cccc(NC(=O)c2ccc(Cl)cc2)c1 was read as Lipid droplet 0.1 and Lipid droplet cells 6.5 µM 781.
For COc1ccc(C(=O)Nc2ccc(NC(=O)c3ccccc3OC)nc2)cc1 the results were Lipid droplet -7.0 and Lipid droplet cells 6.5 µM 763.
CCOc1ccc(-n2nnnc2SCC(=O)Nc2ccc(NC(C)=O)cc2)cc1 was read as Lipid droplet 8.6 and Lipid droplet cells 6.5 µM 828.
`COc1cccc(CNc2ccc3c(c2)ncn3C)c1OC` gave Lipid droplet -2.8 and Lipid droplet cells 6.5 µM 822.
For O=C(Cn1c2ccc(F)cc2c2nc3n(c(=O)c21)CCS3)NC1CCCC1 the results were Lipid droplet -30.4 and Lipid droplet cells 6.5 µM 753.
For COc1cc(/C=C(\C#N)C(=O)Nc2cccc(C(=O)O)c2)ccc1OCc1ccc(C)cc1 the results were Lipid droplet 1.9 and Lipid droplet cells 6.5 µM 741.
Screening COc1cc(C(=S)N2CCCC2)ccc1OCC(N)=O returned Lipid droplet -1.8 and Lipid droplet cells 6.5 µM 685.
For NC(=O)c1ccc(NC(=O)COc2cccc3ccccc23)cc1 the results were Lipid droplet 4.4 and Lipid droplet cells 6.5 µM 844.
`COC(=O)C(CC(=O)c1ccc(C)cc1)n1nc(C)cc1C` (stereo not given) gave Lipid droplet -6.7 and Lipid droplet cells 6.5 µM 825.
O=C(O)Cn1c(=O)c2c(c3ccccc31)CCC2 was read as Lipid droplet 9.8 and Lipid droplet cells 6.5 µM 886.
`C[C@@]12C(=O)N(CC3CC3)CC(=O)N1[C@H](C1CC1)[C@@H]1C(=O)N(c3ccccc3)C(=O)[C@@H]12` gave Lipid droplet 4.1 and Lipid droplet cells 6.5 µM 819.
Screening COc1ccc2ccn(S(=O)(=O)c3ccccc3)c2c1 returned Lipid droplet -18.8 and Lipid droplet cells 6.5 µM 792.
For O=C(O)[C@@H]1Cc2c([nH]c3ccccc23)C2CCC(=O)N21 (stereo not given in full) the results were Lipid droplet -14.2 and Lipid droplet cells 6.5 µM 716.
CCN(Cc1ccccc1)C(=O)c1[nH]c2ccc(OC)cc2c1C was read as Lipid droplet -0.1 and Lipid droplet cells 6.5 µM 781.
Cc1csc(CN(C)C(=O)C2CCC(=O)N(Cc3ccc(Cl)cc3)C2)n1 (stereo not given) was read as Lipid droplet -2.7 and Lipid droplet cells 6.5 µM 673.
`COc1cc(/C=N/NC(=O)CC#N)ccc1Oc1nc(Cl)ncc1F` gave Lipid droplet 7.4 and Lipid droplet cells 6.5 µM 783.
`O=C(NCCc1nc2ccc(Cl)cc2[nH]1)C1CCC(=O)N(Cc2cccc(F)c2)C1` (stereo not given) gave Lipid droplet -6.0 and Lipid droplet cells 6.5 µM 688.
For O=C(N/N=C/c1cccc2ccccc12)c1cccc(F)c1 the results were Lipid droplet -2.6 and Lipid droplet cells 6.5 µM 814.
CN1CCN(c2ccc(NC(=O)c3cc4ccccc4o3)cc2)CC1 was read as Lipid droplet 3.6 and Lipid droplet cells 6.5 µM 854.
Screening CC(=O)NCCC(=O)Nc1nc(-c2ccc3c(c2)OCCO3)cs1 returned Lipid droplet -0.7 and Lipid droplet cells 6.5 µM 793.
`O=C(Nc1cccc([N+](=O)[O-])c1)N1CCCc2ccccc21` gave Lipid droplet -2.0 and Lipid droplet cells 6.5 µM 820.
`Cc1cccc(NC(=O)c2ccc(F)c(S(=O)(=O)N3CCC4(CC3)OCCO4)c2)c1` gave Lipid droplet -19.7 and Lipid droplet cells 6.5 µM 682.
For COc1ccc(CNC(=O)CN2C(=O)COc3ccc(S(=O)(=O)NC4CCCC4)cc32)cc1 the results were Lipid droplet -18.2 and Lipid droplet cells 6.5 µM 714.
Screening COCCSc1nnc(NC(=O)CCS(=O)(=O)c2ccccc2)s1 returned Lipid droplet -7.3 and Lipid droplet cells 6.5 µM 838.
Cc1ccc(C(=O)N/C(=C\c2cccs2)C(=O)N2CCOCC2)cc1C was read as Lipid droplet 12.0 and Lipid droplet cells 6.5 µM 689.
`O=C(Nc1nc(-c2ccc(F)cc2)cs1)c1cccc(N2C(=O)CCC2=O)c1` gave Lipid droplet -0.2 and Lipid droplet cells 6.5 µM 849.
`COc1ccc2c(c1)c1nnc(SCC(=O)NC3CC3)nc1n2C` gave Lipid droplet 4.1 and Lipid droplet cells 6.5 µM 747.
Screening O=[N+]([O-])c1cc([N+](=O)[O-])c(Oc2cncc(Cl)c2)cc1NC1CCCCCCC1 returned Lipid droplet -2.4 and Lipid droplet cells 6.5 µM 787.
Screening O=C(Nc1cccc([N+](=O)[O-])c1)C1COc2ccccc2O1 (stereo not given) returned Lipid droplet 8.3 and Lipid droplet cells 6.5 µM 856.
For CCc1cccc(NC(=O)CCCn2nc(CC)n3c(cc4occc43)c2=O)c1 the results were Lipid droplet 52.8* and Lipid droplet cells 6.5 µM 686*.
For CC1CCCN(C(=O)CCc2nnc(-c3ccc4c(c3)OCO4)o2)C1 (stereo not given) the results were Lipid droplet -5.0 and Lipid droplet cells 6.5 µM 686.
CC(=O)Nc1ccc(S(=O)(=O)NCc2nc(-c3ccc(C)cc3)no2)cc1 was read as Lipid droplet -5.6 and Lipid droplet cells 6.5 µM 692.
For COc1ccc(Cl)cc1N(CC(=O)Nc1ccccc1C(=O)N1CCOCC1)S(C)(=O)=O the results were Lipid droplet -11.5 and Lipid droplet cells 6.5 µM 656.
`Nc1ccc(S(=O)(=O)Nc2nc3ccccc3o2)cc1` gave Lipid droplet -1.6 and Lipid droplet cells 6.5 µM 775.
C=CCn1c(NC(=O)c2ccco2)nc2ccccc21 was read as Lipid droplet 1.5 and Lipid droplet cells 6.5 µM 661.
For O=C(Nc1ccnn1C1CCN(Cc2ccccc2OC(F)F)CC1)c1cccc(F)c1 the results were Lipid droplet 3.2 and Lipid droplet cells 6.5 µM 663.
Screening Cc1cccc(N2CCN(C(=O)c3cc4cc(F)ccc4[nH]3)CC2)c1C returned Lipid droplet -1.3 and Lipid droplet cells 6.5 µM 792.
For Cc1cc(C)nc(N2CCCC(C(=O)Nc3cccc(Cl)c3)C2)n1 (stereo not given) the results were Lipid droplet -8.8 and Lipid droplet cells 6.5 µM 781.
`CCOC(=O)C1CCN(C(=O)Cn2nc(C)n3nc(-c4ccc(OC)cc4)cc3c2=O)CC1` gave Lipid droplet 13.3 and Lipid droplet cells 6.5 µM 735.
`CN1CCN(C2CCCCC2NS(=O)(=O)c2ccc(Cl)cc2)CC1` (stereo not given) gave Lipid droplet -12.2 and Lipid droplet cells 6.5 µM 717.
Screening CCOC(=O)c1c(S(=O)(=O)Nc2cccc(-c3ccno3)c2)c(C)n(C)c1C returned Lipid droplet 9.9 and Lipid droplet cells 6.5 µM 704.
`CCOC(=O)c1cnc2c(Cl)c(Cl)ccc2c1NCCN1CCOCC1` gave Lipid droplet -0.8 and Lipid droplet cells 6.5 µM 784.
`O=C1CCC(C(=O)N2CCOCC2)CN1Cc1cccc(C(F)(F)F)c1` (stereo not given) gave Lipid droplet -6.2 and Lipid droplet cells 6.5 µM 730.
